From PubChem
OX1R antag: antagonists of human orexin 1 receptor. inhibition, % at 5 µM. O43613. CHO/OX1R cells, Fluo-8 calcium fluorescence, orexin A. actives 0.43% (n = 330,000). AID 434989;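 active means inhibition above its plate's threshold, mean inhibition of all tested compounds on the plate plus 3 SD, cut at about 37% in these data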;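 further: 0% = orexin A challenge wells and 100% = SB-334867-A antagonist wells; not every result past the cut was called active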
Target sequence (O43613 whole entry, looked up): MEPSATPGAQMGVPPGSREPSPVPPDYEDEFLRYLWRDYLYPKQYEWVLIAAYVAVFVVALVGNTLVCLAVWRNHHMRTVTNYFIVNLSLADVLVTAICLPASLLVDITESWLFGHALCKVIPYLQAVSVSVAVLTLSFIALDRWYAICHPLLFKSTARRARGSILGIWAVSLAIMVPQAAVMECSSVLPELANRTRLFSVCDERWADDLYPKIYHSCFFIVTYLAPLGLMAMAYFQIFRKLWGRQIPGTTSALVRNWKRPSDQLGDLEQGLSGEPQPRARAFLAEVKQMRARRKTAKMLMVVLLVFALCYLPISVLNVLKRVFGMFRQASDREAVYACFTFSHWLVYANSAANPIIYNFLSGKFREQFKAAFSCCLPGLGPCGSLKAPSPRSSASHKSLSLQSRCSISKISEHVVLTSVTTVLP
CHT allo act: allosterically activates the human high affinity choline transporter; CHT-expressing cells, membrane potential dye, choline EC20; stronger effect = higher value; LV-AA mutant CHT in HEK293 cells; AID 488977; Q9GZV3; B-score at 10 µM; actives 0.49% (n = 310,000);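 active means initial fluorescence not abnormally high and integrated response B-score, plate-corrected, over 3 SD above library mean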
Target sequence (Q9GZV3 whole entry, looked up): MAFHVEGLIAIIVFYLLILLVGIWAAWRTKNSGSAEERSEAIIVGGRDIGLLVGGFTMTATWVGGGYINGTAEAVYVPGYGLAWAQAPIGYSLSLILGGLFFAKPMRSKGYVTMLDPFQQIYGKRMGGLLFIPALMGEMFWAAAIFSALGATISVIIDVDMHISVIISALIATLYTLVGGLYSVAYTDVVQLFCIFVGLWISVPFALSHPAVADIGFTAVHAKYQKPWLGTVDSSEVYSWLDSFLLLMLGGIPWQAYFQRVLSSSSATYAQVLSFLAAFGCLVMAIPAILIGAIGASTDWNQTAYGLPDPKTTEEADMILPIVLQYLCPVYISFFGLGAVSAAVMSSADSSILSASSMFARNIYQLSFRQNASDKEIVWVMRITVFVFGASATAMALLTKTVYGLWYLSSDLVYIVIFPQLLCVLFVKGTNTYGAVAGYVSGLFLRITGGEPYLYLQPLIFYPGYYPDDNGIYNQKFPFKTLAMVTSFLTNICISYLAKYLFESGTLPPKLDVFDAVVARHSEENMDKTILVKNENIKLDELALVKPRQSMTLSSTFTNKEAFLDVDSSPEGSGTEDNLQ
* = called active by the depositor; i = inactive; x = no result given; & = joins results of further samples. Compounds as they come (roughly 0.8% active in at least one column).

Preview, 16 compounds:
SMILES	OX1R antag	CHT allo act
C[C@H](NC(=O)OC(C)(C)C)C(=O)N/N=C/c1ccc2nccnc2c1	-8	i
O=C(O)c1ccc(CNc2ccccc2C(=O)O)cc1	13	i
Cc1c(NC(=S)N/N=C/c2ccc(N(C)C)cc2)c(=O)n(-c2ccccc2)n1C	-21	i
CC(=O)NN1C(=O)/C(=C\c2ccccc2)SC1=S	-8	i
CCc1ccc(C(=O)Nn2cnc3ccccc3c2=O)cc1	-9	i
CC(C)CN(C(=O)CSc1nncn1C)C1CCS(=O)(=O)C1 (stereo unspecified)	1	x
CCOC(=O)c1c(C(=O)OCC)c(C)n(CCc2ccc(OC)c(OC)c2)c1C	-19	i
CCC1=Nc2cc(C(=O)NCCCOC)ccc2Sc2ccccc21	-24	i
CCCCCC(=O)NNC(=O)c1ccc(F)cc1	-27	i
COc1ccccc1CNC(=O)CCSCc1cccc(Cl)c1	-15	i
COc1cc(N)c(Cl)cc1C(=O)OCC(=O)NC1CCCC1	-10	i
CCOC(=O)C1(CC2CCCCO2)CCN(C(=O)Nc2ccc(C)c(C)c2)CC1 (stereo unspecified)	-30	i
O=c1oc2ccccc2cc1-c1cn2ccccc2n1	0	i
Cn1c(=O)c2c(nc(N3CCNCC3)n2Cc2cccc3ccccc23)n(C)c1=O	-34	i
O=C(/C=C/c1cccc([N+](=O)[O-])c1)Nc1ccccn1	2	i
O=C(Nc1ccccn1)c1ccc(S(=O)(=O)N2CCCC2)cc1	-3	i

Main list, from the start:
SMILES	OX1R antag	CHT allo act
C[C@H](NC(=O)OC(C)(C)C)C(=O)N/N=C/c1ccc2nccnc2c1	-8	i
O=C(O)c1ccc(CNc2ccccc2C(=O)O)cc1	13	i
Cc1c(NC(=S)N/N=C/c2ccc(N(C)C)cc2)c(=O)n(-c2ccccc2)n1C	-21	i
CC(=O)NN1C(=O)/C(=C\c2ccccc2)SC1=S	-8	i
CCc1ccc(C(=O)Nn2cnc3ccccc3c2=O)cc1	-9	i
CC(C)CN(C(=O)CSc1nncn1C)C1CCS(=O)(=O)C1 (stereo unspecified)	1	x
CCOC(=O)c1c(C(=O)OCC)c(C)n(CCc2ccc(OC)c(OC)c2)c1C	-19	i
CCC1=Nc2cc(C(=O)NCCCOC)ccc2Sc2ccccc21	-24	i
CCCCCC(=O)NNC(=O)c1ccc(F)cc1	-27	i
COc1ccccc1CNC(=O)CCSCc1cccc(Cl)c1	-15	i
COc1cc(N)c(Cl)cc1C(=O)OCC(=O)NC1CCCC1	-10	i
CCOC(=O)C1(CC2CCCCO2)CCN(C(=O)Nc2ccc(C)c(C)c2)CC1 (stereo unspecified)	-30	i
O=c1oc2ccccc2cc1-c1cn2ccccc2n1	0	i
Cn1c(=O)c2c(nc(N3CCNCC3)n2Cc2cccc3ccccc23)n(C)c1=O	-34	i
O=C(/C=C/c1cccc([N+](=O)[O-])c1)Nc1ccccn1	2	i
O=C(Nc1ccccn1)c1ccc(S(=O)(=O)N2CCCC2)cc1	-3	i
CCCCN(CC)CCCNC(=O)c1csc2c1CCCCC2	-10	i
NS(=O)(=O)c1ccc(NC(=O)COC(=O)CCC2CCCCC2)cc1	14	i
Cc1cc(C(=O)COc2cccc(-n3cnnn3)c2)c(C)n1-c1ccccc1	17	i
COc1ccc(C(=O)/C(=C\N(C)C)n2nc(C)cc2C)cc1	-3	i
O=C(Nc1nnc(-c2ccco2)o1)c1cccc(N2C(=O)CCC2=O)c1	-20	i
O=C(NCCCN1CCCC1=O)C1CCN(S(=O)(=O)c2cc(C(F)(F)F)ccc2Cl)CC1	-23	x
COc1ccc(NC(=S)N2CCC(NC(=O)C3CCCCC3)CC2)cc1	-12	i
CC(C)CC(C(=O)O)N(Cc1ccccc1)Cc1ccccc1 (stereo unspecified)	0	i
O=C(O)C1CC(c2ccccc2)=NO1 (stereo unspecified)	7	i
CN(C)S(=O)(=O)c1ccc(NCC2COc3ccccc3O2)c([N+](=O)[O-])c1 (stereo unspecified)	-10	i
CC(NC(N)=O)C(=O)Nc1ccc(Cl)c(S(=O)(=O)Nc2ccc(Cl)cc2)c1 (stereo unspecified)	-16	i
Cn1c(SCc2ccccc2Cl)nc(C(F)(F)F)cc1=O	-10	i
Oc1[nH]c2ccccc2c1N=NC(=S)NCCc1ccccc1	-10	i
CC(=O)N1c2ccc(S(=O)(=O)N3CCCC(C(=O)N4CCCCC4)C3)cc2CC1C (stereo unspecified)	-11	i
CCOC(=O)c1c(C)[nH]c(C(=O)NCCN2CCOCC2)c1C	-5	i
Cc1ccc2cc(CCNC(=O)Cc3cccs3)c(=O)[nH]c2c1	-21	i
O=C(NCCCN1CCCC1=O)C1CCN(S(=O)(=O)c2ccccc2)CC1	-8	x
C#CCOCCOCCOCCNc1nc(N2CCN(C(=O)[C@H]([C@@H](C)O)n3cc(CCCCN)nn3)CC2)nc(N2CCN(C(=O)[C@H](CCCCN)n3cc(CCC(=O)O)nn3)CC2)n1	-2	i
COc1ccc(-c2cc(-c3ccc(F)cc3)nc(N3CCN(C)CC3)n2)cc1	-6	i
COC(=O)C(=NNc1c(C)n(C)n(-c2ccccc2)c1=O)C(=O)OC	-13	i
N#C/C(=C\Nc1ccc(F)c(Cl)c1)S(=O)(=O)c1ccccn1	-30	i
Cc1ccc(NC(=O)CSc2ccccc2NC(=O)c2ccccc2)cc1Cl	-8	i
Cc1ccc2nc(SCC(=O)N3CCCC3)[nH]c2c1	-24	i
CCOc1ccc(S(=O)(=O)N2CCN(S(=O)(=O)c3ccc(OCC)cc3)C(C)C2)cc1 (stereo unspecified)	5	i
O=C(Cn1ncc(Cl)c(Cl)c1=O)c1ccc(Cl)cc1	22	i
CCOP(=O)(OCC)c1nc(-c2ccc(Cl)cc2)oc1NCc1ccccc1	-27	i
COc1ccccc1OCCCCCCN1CCN(C)CC1	-11	i
C=CCC[C@H](Cc1ccc(F)cc1)C(=O)OC[C@@H](C)NC(=O)[C@@H](CC=C)CC(=O)N[C@@H](CO)Cc1ccccc1	-18	x
COc1ccc(S(=O)(=O)NCC(c2cccnc2)N2CCN(C)CC2)cc1C (stereo unspecified)	-8	i
Cc1ccccc1OCCn1cnc2c(N)ncnc21	-13	i
COc1cc(CN(CC2CCCO2)C(=O)c2cccs2)cc(OC)c1OC (stereo unspecified)	-20	i
COc1ccccc1OCC(O)Cn1c(Br)nc2c1c(=O)[nH]c(=O)n2C (stereo unspecified)	5	i
Cc1ccc(C)c(S(=O)(=O)N2CCCC2CNC(=O)C(=O)NCc2cccs2)c1 (stereo unspecified)	-34	i
CCN1CCC2(CCN(Cc3cn[nH]c3-c3ccc(OC)c(F)c3)C2)C1 (stereo unspecified)	6	i
O=C(NCCc1ccccc1)c1ccc(-n2cnnn2)cc1	9	i
CCOc1ccc(NC(=O)C2C3CC/C=C\CCC32)cc1 (stereo unspecified)	-9	i
Cc1ccc(S(=O)(=O)N(C)CC(=O)NNC(=O)CCS(=O)(=O)c2ccccc2)cc1	15	x
CNC(=O)c1ccc(C)c(NC(=O)C2=C(C)OCCS2)c1	1	i
Cc1cc(N2CCOCC2)n2ncc(-c3ccccc3)c2n1	-29	i
COC(=O)c1cccc(Nc2nc(-c3cccnc3)nc3ccccc23)c1	-21	i
COc1ccc2cc(C(c3nnnn3C3CCCC3)N3CCOCC3)c3nnnn3c2c1 (stereo unspecified)	-32	i
Cc1ccc(OCCC(=O)OC(C)C(=O)Nc2ccc(Cl)cn2)cc1 (stereo unspecified)	-24	i
CCOC(=O)c1cn(Cc2ccccc2)c(C(=O)OC(C)(C)C)c1O	-28	i
O=C(Cc1cn2ccsc2n1)Nc1cccc2cnccc12	-9	i

(next part)
SMILES	OX1R antag	CHT allo act
O=C(Nc1ccccc1N1CCN(c2ccccc2)CC1)C12CC3CC(CC(C3)C1)C2	-7	i
CC(C)OCCCNC(=O)CN1C(=O)CSc2ccc(S(=O)(=O)N3CCCCC3)cc21	-3	i
CCc1ccc(NC(=O)N(CCCOC(C)C)C2CCN(C(C)=O)CC2)cc1	-7	i
c1cn(CC2(Cn3ccnc3)COC2)cn1	-19	i
O=C(CNC(=O)c1ccco1)OCc1c(F)cccc1Cl	2	i
Nc1nonc1-n1nnc(C(=O)N/N=C/c2ccc3c(c2)OCO3)c1-c1ccccc1	-17	i
NCCc1nnc(SCC(=O)Nc2ccc(Br)cc2)o1	-5	i
O=c1ccc(-c2nc3ccccc3n2Cc2ccc(Cl)cc2)c[nH]1	-19	i
C=CCNC(=O)c1onc(CSc2ccc(Cl)cc2)c1C(=O)O	-22	i
CCOc1[nH]n(-c2ccccc2)c(=O)c1C=NCC(=O)OC	0	i
COc1ccc(NC(=O)c2cc3c(Cl)nc4ccccc4c3s2)cc1OC	11	i
COc1ccc(OC)c2[nH]c(=O)c(CCNS(=O)(=O)c3ccc(F)cc3)cc12	-24	i
COc1cccc(NC(=O)C2CC2(c2cccc(OC)c2)c2cccc(OC)c2)c1 (stereo unspecified)	11	i
C=C(C)COc1ccc2c(C)c(CC(=O)OC)c(=O)oc2c1C	37	i
Cc1cccc(C)c1NC(=O)Cn1c(CN2CCCCC2)nc2ccccc2c1=O	-26	i
Cc1ccc(/C([O-])=C(/C(=S)Nc2ccc(SC(F)F)cc2)[n+]2ccccc2)cc1[N+](=O)[O-]	-1	i
CC(NC(=O)c1cccc(N(C)C)c1)c1ccc(-n2ccnc2)cc1 (stereo unspecified)	-17	i
COc1cc(/C=N/Nc2nc(Nc3ccccc3)nc(-n3nc(C)cc3C)n2)cc(OC)c1OC	-35	i
Cc1nn(Cc2ccccc2)c(C)c1C(=O)N1CCN(CC(=O)Nc2ccccc2Cl)CC1	-3	x
O=C(c1cc2ccccc2c(=O)o1)N1CCCCCC1	-8	i
CC(C)(C)NC(=O)C1CCN(S(=O)(=O)c2ccc(Br)cc2)CC1	-7	i
CCOC(=O)C1=C(C)Nc2nc(C)nn2C1c1ccc(OCC)c(OC)c1 (stereo unspecified)	-3	i
CC(O)C(C(=O)OCc1ccc([N+](=O)[O-])cc1)N1C(=O)c2ccccc2C1=O (stereo unspecified)	-6	i
CCCCOc1ccccc1C1C(C(=O)OC)=C(C)N(C)C(C)=C1C(=O)OC	-12	i
COCCOC(=O)C1=C(C)N=C2SCCC(=O)N2C1c1cccc(Br)c1 (stereo unspecified)	-18	i
CCc1ccccc1NC(=O)CN1CCN(C(=O)C2CCN(C(=O)/C=C/c3ccccc3)CC2)CC1	-5	x
CSCCC(NC(=O)c1ccco1)C(=O)N1CCN(c2ccccc2O)CC1 (stereo unspecified)	-4	x
C(=C\c1nc(-c2ccccc2)no1)/c1ccccc1	-12	i
COc1ccc(N2CC(O)=C(c3n(C)c4ccccc4[n+]3C)C2=N)cc1	-19	i
CCOC(=O)c1c(NC(=O)C(=O)N/N=C/c2ccc(O)c(OC)c2)sc2c1CCCCC2	9	i
Cc1ccc(C(=O)NNC(=O)CSc2nnc3ccccn23)cc1	-5	x
C[N+]1(CCN2C(=O)C3CC=C(Cl)CC3C2=O)CCOCC1 (stereo unspecified)	-10	i
O=C(NCc1ccccc1Cl)/C(=C\c1cccnc1)NC(=O)c1ccccc1	-36	i
Cc1cc(C)n(-c2nnc(C)n2/N=C/c2ccc(O)cc2)n1	-10	i
O=C(Nc1ccncc1)c1cccc(F)c1	-13	i
CCOC(=O)N1CCC(N(CCOC)C(=O)Nc2ccc(Cl)cc2)CC1	-17	i
Cc1ccc(C(=O)N2CCC(C(N)=O)CC2)cc1C	-9	i
COc1ccc(-n2nc3c(N4CCC(C(=O)N5CCCCCC5)CC4)nnc(C)c3c2C)cc1	-22	i
O=C(O)Cn1ncc2c1-c1ccoc1CC2	-7	i
CC(=O)c1ccc(O[C@@H]2O[C@H](CO)[C@@H](O)[C@H](O)[C@H]2O)cc1	-17	x
CCc1cccc(NC(=O)CN(C)S(=O)(=O)c2cccs2)c1	-13	i
CC1CCN(Cc2cnc(Cl)s2)CC1	-17	i
Cc1ccc(C(=O)CSc2ncnc3ccccc23)o1	-19	i
Cc1ccc2nc(NC(=O)C3=NN(c4ccccc4)C(=O)CC3)sc2c1	-26	i
O=c1c2oc3ccccc3c2ncn1Cc1ccc(F)cc1	-17	i
COC(=O)CCCC1=CC2=C(c3ccccc3)C(=O)C(C)(OC(=O)C3CCCC3)C(=O)C2=CN1Cc1ccco1 (stereo unspecified)	-29	9.1*
COc1ccc(NC(=O)CN2CCC(C(N)=O)(N3CCCCC3)CC2)c(OC)c1	-15	i
Cc1ccc(OCCCCn2c(CO)nc3ccccc32)cc1	-23	i
Cc1nnc(SCC2=C(C(=O)O)N3C(=O)[C@@H](NC(=O)Cn4cnnn4)[C@H]3SC2)s1	5&-11	i
COc1ccc(C2C(C(C)=O)=C(O)C(=O)N2c2cccnc2)c(OC)c1 (stereo unspecified)	-23	i
CCOc1ncccc1C(=O)OC(C)C(=O)Nc1ccc(CC)cc1 (stereo unspecified)	-28	i
CCCCc1c(O)nc(SC2CC(=O)N(c3ccc(C(=O)OCC)cc3)C2=O)[nH]c1=O (stereo unspecified)	-30	i
COc1ccc(NC(=O)Nc2ccccc2SC)c(OC)c1	-6	i
O=c1oc2ccccc2c(NC2CCCCC2)c1NS(=O)(=O)c1ccc(Cl)cc1	-25	i
CS(=O)(=O)c1ccc(NC(=O)c2ccc3c(c2)S(=O)(=O)N=C2CCCCCN23)cc1	-12	i
CCC(=O)NCCn1c(C)cc2ccccc21	-18	i
c1ccc2c(c1)SCc1nnc(-c3ccncc3)n1-2	-3	i
Cc1ccc(C)c(NS(=O)(=O)c2ccc(OCC(=O)NCC3CCCO3)cc2)c1 (stereo unspecified)	-28	i
Cc1cc(NC(=O)NCc2ccccc2)c(=O)n(Cc2ccc(F)cc2)c1	-22	i
Cc1ccc[n+](-c2nc([O-])sc2/C=N/Nc2ccc([N+](=O)[O-])cc2)c1	-13	i
CCc1nc(=O)c(-c2ccccc2)c(C)n1-c1ccccc1	-14	i
